FadD28 binding = inhibitors of FadD28 bisubstrate probe binding, primary screen, biochemical, fluorescence polarization, single point. Mycobacterium tuberculosis FadD28 fatty-acid-AMP ligase. inhibition, % at 12.5 µM. actives 0.22% (n = 360,000). AID 588549, 2011; in the data active means inhibition above about 8.5%, passing the limit was not always enough; inconclusive means no clear call, values can overlap the other calls
BoNT A protease = BoNT/A light chain protease inhibitors, primary screen, biochemical, flow cytometry, MLPCN library. actives 0.17% (n = 360,000). AID 588499, 2011. multiplex microsphere protease substrate cleavage. inhibition, % at 10 µM; in the data active means inhibition above about 30%; inconclusive means no clear call, values can overlap the other calls; further: plate controls were buffer without enzyme for full effect and enzyme alone for no effect
FBA Mtb inh = Mtb FBA enzyme inhibitors, primary screen, biochemical, fluorescence, strain H37Rv; Fructose-bisphosphate aldolase (Mycobacterium tuberculosis (strain ATCC 25618 / H37Rv)), …; purified M. tuberculosis FBA, fluorescence read-out; inhibition, % at 1 µM; actives 2.3% (n = 360,000); AID 588726, 2011; in the data active means inhibition above about 27%;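 further: 0% = vehicle and 100% = reference inhibitor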
Target sequence (P9WQA3 whole entry, looked up): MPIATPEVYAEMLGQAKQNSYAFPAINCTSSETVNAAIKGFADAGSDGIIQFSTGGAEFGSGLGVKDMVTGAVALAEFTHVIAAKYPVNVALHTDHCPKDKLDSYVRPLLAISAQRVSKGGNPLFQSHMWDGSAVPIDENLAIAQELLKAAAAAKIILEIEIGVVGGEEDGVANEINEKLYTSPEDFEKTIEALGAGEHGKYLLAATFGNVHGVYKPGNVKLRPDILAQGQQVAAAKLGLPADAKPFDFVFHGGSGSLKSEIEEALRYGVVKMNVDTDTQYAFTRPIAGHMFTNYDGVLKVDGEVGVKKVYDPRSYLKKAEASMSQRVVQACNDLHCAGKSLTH
CCHFV vOTU inh = CCHFV vOTU protease inhibitors, primary screen, biochemical, Pep-AMC substrate, fluorescence; inhibition, % at 11.5 µM; actives 0.55% (n = 370,000); further: 0% = vehicle wells with enzyme and 100% = no enzyme wells
Mtb BioA inh = M. tuberculosis BioA enzyme inhibitors, primary screen, biochemical, plate reader, single point, HTS; 7,8-diaminopelargonic acid synthase BioA (Mycobacterium tuberculosis); purified M. tuberculosis BioA enzyme; inhibition, % at 9.99 µM; actives 0.096% (n = 360,000); in the data active means inhibition above about 40%; inconclusive means no clear call, values can overlap the other calls
Mtb UGM inh = M. tuberculosis UGM enzyme inhibitors, primary screen, biochemical, fluorescence polarization, single point; UDP-galactopyranose mutase (Mycobacterium tuberculosis (strain ATCC 25618 / H37Rv)), …; purified UGM, fluorescence polarization probe displacement; inhibition, % at 10 µM; actives 0.06% (n = 320,000); in the data active means inhibition above about 10%, passing the limit was not always enough; inconclusive means no clear call, values can overlap the other calls
Target sequence (P9WIQ1 whole entry, looked up): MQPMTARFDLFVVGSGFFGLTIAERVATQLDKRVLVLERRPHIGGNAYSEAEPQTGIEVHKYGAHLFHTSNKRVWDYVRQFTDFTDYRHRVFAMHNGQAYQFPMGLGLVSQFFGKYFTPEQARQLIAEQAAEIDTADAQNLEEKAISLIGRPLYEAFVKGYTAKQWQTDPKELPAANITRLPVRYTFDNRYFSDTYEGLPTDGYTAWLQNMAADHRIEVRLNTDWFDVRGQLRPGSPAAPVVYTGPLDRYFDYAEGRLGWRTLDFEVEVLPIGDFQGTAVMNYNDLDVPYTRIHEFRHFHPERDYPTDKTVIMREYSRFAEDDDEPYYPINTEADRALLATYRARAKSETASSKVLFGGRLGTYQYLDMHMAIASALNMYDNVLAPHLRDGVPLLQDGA
PrPC TRFRET = inhibitors of human cell surface prion protein PrPC, primary screen, cell-based, TR-FRET. Major prion protein (Homo sapiens), P04156. TR-FRET read-out. inhibition, % at 13.8 µM. actives 0.43% (n = 370,000). AID 720596, 2013; in the data active means inhibition above about 24%; further: 0% = median of the test wells and 100% = reference compound wells
GDH-TPI inh = GDH-TPI coupling enzyme inhibitors, primary screen, artefact control for M. tuberculosis FBA inhibitor project, biochemical, absorbance, full deck. GDH-TPI coupled enzyme counterscreen, NADH absorbance. inhibition, % at 4.8 µM. actives 1.2% (n = 360,000);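 further: 0% = DMSO wells and 100% = wells lacking the enzyme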
BoNT-F LC inh = BoNT/F light chain protease inhibitors, primary screen, biochemical, flow cytometry, MLPCN library; Botulinum neurotoxin type F light chain protease (Clostridium botulinum); Multiplex microsphere protease cleavage assay; inhibition, % at 10 µM; actives 0.22% (n = 360,000); in the data active means inhibition above about 35%, passing the limit was not always enough; inconclusive means no clear call, values can overlap the other calls; further: plate controls were buffer without enzyme for full effect and enzyme alone for no effect
The depositor's hits bear a star; u = inconclusive; x = no result given; & = joins results of further samples. Unless noted, no stated cut-off is given here; in the data, active means inhibition above about 30%; inactive means the rest.

The line under a structure holds: FadD28 binding	BoNT A protease	FBA Mtb inh	CCHFV vOTU inh	Mtb BioA inh	Mtb UGM inh	PrPC TRFRET	GDH-TPI inh	BoNT-F LC inh
Cc1ccc(Sc2c([N+](=O)[O-])c(=O)n(C)c3ccccc23)cc1
    1.0	-3.1	4	-8	-6.5	3.2	-4	15	-8
Cc1ccc(Cn2c(SCCN3CCCCC3)nc3c2c(=O)[nH]c(=O)n3C)cc1
    -0.5	-1.6	0	2	1.8	-3.0	-12	-3	-9
COc1ccc(CNc2ncc(-c3ccccc3)n2C)c2ccccc12
    -3.8	1.4	4	8	-0.7	-1.3	1	12	u
Nc1ccc(N2CCOCC2)c(Cl)c1
    0.6	1.2	3	6	0.4	2.1	6	-3	-56
O=C(COc1ccc(S(=O)(=O)N2CCCC2)cc1)NCc1cccnc1
    -4.2	1.9	0	2	0.1	-0.5	-1	-6	5
Cc1ccc(S(=O)(=O)Nc2ccccc2/C=N/c2nc3ccccc3n2C(C)C)cc1
    -2.0	-2.1	-1	-8	x	2.1	-7	0	-18
CCNC(=S)NNC(=O)Cn1c(=O)c2c(ncn2CCOC)n(Cc2ccccc2)c1=O
    0.3	-2.0	-4	5	-0.6	-0.2	-3	-1	3
CCCc1nnc(SCC(=O)Nc2ccc3c(c2)OCCO3)n1CCOC
    0.8	0.1	-2	-2	-3.2	0.0	4	5	-41
O=P(Cc1cccc2ccccc12)(c1ccccc1)c1ccccc1
    -1.2	-0.1	1	13	-0.6	x	-14	8	0
CCCCn1c(N)c(N(CC(C)C)C(=O)c2cccc(S(=O)(=O)N(CC)c3ccccc3)c2)c(=O)[nH]c1=O
    -0.7	-0.2	1	7	0.9	x	4	5	-4
C=CCn1c(CNC(=O)c2ccccc2F)nnc1SCC(=O)N1CCOCC1
    -1.0	-2.1	1	-7	-1.5	1.5	0	6	-7
CSc1ccc(S(=O)(=O)NCC(=O)OCC(=O)NCC2CCCO2)cc1[N+](=O)[O-] (configuration not stated)
    -2.7	3.1	-3	-8	-1.3	0.4	-10	-1	-5
Cc1nn(Cc2ccccc2Cl)c(Cl)c1/C=C/C(=O)OCC(=O)NC(N)=O
    -4.8	0.2	-4	4	-0.6	x	6	8	-2
O=C(COc1ccc(-c2nnc(N3CCCCC3)c3ccccc23)cc1)N1CCCCC1
    -1.7	0.8	-11	10	0.3	0.1	-2	19	-6
CNc1cncc(-c2ccc(NS(C)(=O)=O)cc2)n1
    -1.3	-0.3	174*	-246	-1.1	x	-5	18	-7
Cc1cc(C)nc(/N=C(\N)Nc2cc([N+](=O)[O-])ccc2C)n1
    -1.0	0.3	-2	6	-1.8	-1.8	-17	2	7
COc1ccccc1CNCC(=O)Nc1ccccc1-n1cccc1
    -1.2	-1.8	1	9	x	1.2	7	0	-9
CCCOc1ccc(CN(CCC#N)C(=S)NC(=O)c2ccccc2)cc1
    -1.5	0.8	-4	-2	x	-0.4	-6	-4	-6
O=C(Nc1csc([N+](=O)[O-])c1)Nc1ccccc1Cl
    -1.7	0.0	0	7	x	0.3	0	2	0
Cc1cc(CSc2ccccc2)ccc1NC(=O)c1ccc(C)c([N+](=O)[O-])c1
    -1.8	-0.1	-4	1	x	0.8	9	8	0
CC(=O)c1c(C)nc2ccc(Cl)cn12
    -1.9	1.0	-3	-6	0.1	1.5	2	6	12
O=C(Nc1nccs1)c1ncc(Cl)c(Cl)c1Cl
    -3.7	-3.2	0	5	0.3	-3.4	-4	7	-27
CCOC(=O)c1ccccc1NC(=O)COC(=O)CSC(C)C(=O)Nc1cc(C)on1 (configuration not stated)
    -4.5	-1.7	-2	5	2.0	-0.6	1	9	-3
COc1ccc(NC(=O)NC2CCCc3ccccc32)cc1OC (configuration not stated)
    1.3	-0.7	2	-1	-2.0	-2.2	4	6	8
CC(C)NC(=O)N(C)C[C@@H]1OCc2cnnn2CCCC(=O)N([C@@H](C)CO)C[C@H]1C
    0.7	-0.1	1	2	-1.1&0.8	x	-3	5	-2
CN1CCN(NC(=O)c2ccc(Cl)s2)CC1
    -0.8	0.2	5	14	-0.7	-2.9	4	-1	0
CC(C)c1nnc2n1N=C(c1ccc(Cl)cc1)CS2
    0.3	-3.2	0	10	0.3	-2.5	3	-2	u
CCNC(=S)NNC(=O)c1csc(CC)c1
    -1.0	0.2	-10	-16	x	-1.1	-2	11	-16
COc1ccccc1NC(=O)CSc1nnc(Cc2cccs2)n1C
    0.1	0.5	4	0	x	0.5	9	-5	-3
O=C1S/C(=C\c2ccc(N3CCOCC3)o2)C(=O)N1Cc1ccc(F)cc1
    -1.1	0.3	-2	x	-2.8	0.0	x	3	-2

New compounds follow:
The line under a structure holds: FadD28 binding	BoNT A protease	FBA Mtb inh	CCHFV vOTU inh	Mtb BioA inh	Mtb UGM inh	PrPC TRFRET	GDH-TPI inh	BoNT-F LC inh
O=C(COc1ccc(S(=O)(=O)N2CCOCC2)cc1)NC1CCCCC1
    x	0.8	1	2	-0.3	3.5	-4	4	3
O=C(O)CSCc1cnn(-c2ccccc2)c1-n1cccc1
    -2.1	-0.3	-1	-6	0.6	1.8	17	-1	-5
COc1ccc(-c2ccnc(SCC(=O)c3ccc(OC)c(OC)c3)n2)cc1
    -1.4	-0.7	0	1	x	-2.0	8	12	-11
O=C(NC1CCCCNC1=O)c1ccccc1 (configuration not stated)
    -3.9	0.3	2	-14	-0.7	1.3	3	-5	u
CCOC(=O)c1c(O)c2ccccc2n(C)c1=O
    -0.4	-0.7	3	9	-0.9	-1.3	-9	-4	-10
COc1ccccc1C(=O)NC(=S)Nc1cccc2cc(O)ccc12
    -2.7	-0.3	3	15	1.0	-0.6	-2	9	-8
CC(C)C[C@H](NC(=O)c1[nH]cnc1C(=O)N[C@@H](C)C(=O)OC(C)(C)C)C(=O)OCc1ccccc1
    -0.6	-0.3	-1	22	-0.3	2.9	2	-2	0
CCOc1cc(NC(=O)CCl)c(OCC)cc1NC(C)=O
    -1.5	-0.2	-2	11	-0.5	-1.3	-2	10	-1
CCc1ccccc1NC(=O)CN(C)C(=O)COC(=O)c1cccnc1Cl
    -1.5	1.6	0	16	-4.5	-2.7	9	14	8
CCN(CC)CCC(C)OC(c1ccccc1)c1ccccc1 (configuration not stated)
    -0.5	-0.6	7	10	-1.3	1.6	-8	-3	-6
CCN(c1ccccc1)S(=O)(=O)c1ccc(C(=O)Nc2nnc(COC)o2)cc1
    -4.8	2.9	-1	14	-1.4	0.4	2	1	16
CC(C)C1Oc2ccccc2N(CC(=O)N2CCOCC2)C1=O (configuration not stated)
    -4.9	4.7	-1	10	1.6	0.1	-7	-9	32
O=C(NCCN1CCOCC1)C1CCCN(S(=O)(=O)c2ccc(F)cc2)C1 (configuration not stated)
    -2.3	0.0	3	5	-0.4	0.2	3	-7	1
O=C(NC1CCCCCC1)c1c(O)c2ccccc2[nH]c1=O
    -0.6	0.1	-1	-3	-1.6	1.8	-1	3	9
CC1CCN(S(=O)(=O)c2cccc(S(=O)(=O)N3CCOCC3)c2)CC1
    -0.3	0.5	-3	6	-6.8	2.5	7	-7	-2
COc1ccc(CSC2=NCCN2)cc1Br
    -1.0	-7.2	0	0	1.5	-3.5	-12	4	-2
CCCCCn1c(=O)c(C(=O)OCC)c(Cl)c2ccccc21
    -0.9	-5.9	2	5	0.3	0.5	-3	23	u
Cc1ccc2nc(C(C)(C)C)c(Cc3ccsc3)n2c1
    -1.2	2.6	12	-3	0.3	x	-3	x	-13
CN1CCN(CCCC(=O)c2ccc(F)cc2)CC1
    -0.3	-2.0	2	-3	x	3.2	-2	2	-3
CC(C)(C)N1C(=O)c2ccc(C(=O)Nc3nccs3)cc2C1=O
    -3.5	-1.1	-2	14	-0.5	1.3	-6	22	-11
O=C(NCCCN1CCOCC1)c1ccccc1-c1ccccc1
    -1.8	0.0	-2	1	-1.8	3.4	0	6	-4
Cc1cc(-c2nnc(SCC(=O)Nc3ccccc3)n2C)no1
    -2.6	u	-2	-5	x	5.6	1	4	u
CCOC(=O)C1(C)NC(c2ccco2)C2C(=O)N(C)C(=O)C21 (configuration not stated)
    -0.4	0.6	4	1	x	0.8	-2	1	-5
COc1cc2c(O)c3c(c(-c4ccc5c(c4)OCO5)c2cc1OC)C(=O)OC3
    0.3	0.0	11	-4	3.0	1.0	5	10	-9
Cc1cc(-c2ccccc2)nc(Nc2nc3c(C)cccc3c(=O)[nH]2)n1
    -4.8	0.1	-1	-15	x	x	-7	3	6
CC(=O)c1ccc(OC(=O)C2c3ccccc3Oc3ccccc32)cc1
    -5.1	-0.1	1	4	-1.1	0.5	-1	6	-13
CCOc1ccc(N=C2NC(=O)CS2)cc1
    -0.8	-3.3	0	3	1.6	-0.2	10	5	-4
CCN(CC(=O)Nc1ccc(NC(C)=O)cc1)C(=O)Cc1ccccc1F
    -1.8	-0.3	2	-12	0.6	1.9	1	-5	12
Cc1cc(C)c(S(=O)(=O)Nc2cccc(/C=C/C(=O)O)c2)c(C)c1
    -10	0.4	-2	-4	0.0	1.7	-2	6	0

An excerpt from the list above, as a working copy:
The line under a structure holds: FadD28 binding	BoNT A protease	FBA Mtb inh	CCHFV vOTU inh	Mtb BioA inh	Mtb UGM inh	PrPC TRFRET	GDH-TPI inh	BoNT-F LC inh
O=C(NC1CCCCNC1=O)c1ccccc1 (configuration not stated)
    -3.9	0.3	2	-14	-0.7	1.3	3	-5	u
CCOC(=O)c1c(O)c2ccccc2n(C)c1=O
    -0.4	-0.7	3	9	-0.9	-1.3	-9	-4	-10
COc1ccccc1C(=O)NC(=S)Nc1cccc2cc(O)ccc12
    -2.7	-0.3	3	15	1.0	-0.6	-2	9	-8
CC(C)C[C@H](NC(=O)c1[nH]cnc1C(=O)N[C@@H](C)C(=O)OC(C)(C)C)C(=O)OCc1ccccc1
    -0.6	-0.3	-1	22	-0.3	2.9	2	-2	0
CCOc1cc(NC(=O)CCl)c(OCC)cc1NC(C)=O
    -1.5	-0.2	-2	11	-0.5	-1.3	-2	10	-1
